Compound activity: PubChem BioAssay, several laboratories
GC-A act: GC-A (human) enzyme activation; HEK293 GC-A cells, cGMP TR-FRET, EC30 ANP; 0% at EC30 ANP, 100% saturating ANP; 370,000 compounds, 0.14% hits; activation, % at 10 µM; in the data active = activation above about 40%
Target sequence (P16066 whole entry, looked up): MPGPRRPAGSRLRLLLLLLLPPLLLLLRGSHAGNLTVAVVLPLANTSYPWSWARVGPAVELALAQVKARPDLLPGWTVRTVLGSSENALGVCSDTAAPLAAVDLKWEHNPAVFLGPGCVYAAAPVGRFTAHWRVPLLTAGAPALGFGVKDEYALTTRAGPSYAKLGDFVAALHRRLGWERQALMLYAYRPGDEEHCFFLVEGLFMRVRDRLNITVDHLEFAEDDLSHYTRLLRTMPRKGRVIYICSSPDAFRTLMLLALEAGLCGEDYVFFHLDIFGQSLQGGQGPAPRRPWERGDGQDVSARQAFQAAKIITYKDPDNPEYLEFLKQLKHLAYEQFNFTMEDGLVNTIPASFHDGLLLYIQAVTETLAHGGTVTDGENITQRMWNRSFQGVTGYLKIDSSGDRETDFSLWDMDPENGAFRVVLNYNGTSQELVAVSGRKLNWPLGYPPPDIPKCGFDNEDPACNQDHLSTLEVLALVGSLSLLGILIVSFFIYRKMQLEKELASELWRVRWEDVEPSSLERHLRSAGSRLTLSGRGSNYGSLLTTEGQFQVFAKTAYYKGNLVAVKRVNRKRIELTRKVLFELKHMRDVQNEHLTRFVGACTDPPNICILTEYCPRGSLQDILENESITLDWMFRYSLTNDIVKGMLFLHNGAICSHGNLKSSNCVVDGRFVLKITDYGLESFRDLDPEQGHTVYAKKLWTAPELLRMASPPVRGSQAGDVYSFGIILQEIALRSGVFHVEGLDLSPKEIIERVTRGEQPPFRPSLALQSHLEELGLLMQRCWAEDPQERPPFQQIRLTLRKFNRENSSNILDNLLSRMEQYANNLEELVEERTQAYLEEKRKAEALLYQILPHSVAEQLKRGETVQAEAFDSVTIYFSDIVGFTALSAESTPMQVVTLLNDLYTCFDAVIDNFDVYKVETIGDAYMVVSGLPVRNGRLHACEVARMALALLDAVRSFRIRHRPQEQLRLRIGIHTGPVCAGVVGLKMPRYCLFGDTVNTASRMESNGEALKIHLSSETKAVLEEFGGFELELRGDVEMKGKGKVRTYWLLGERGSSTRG
hcDAF12 agonist: activates DAF-12 receptor from parasite H. contortus. HEK293 hcDAF-12 lit1-tk-luc reporter, luminescence; 0% DMSO, 100% Δ7-dafachronic acid. activation, % at 6.8 µM. 370,000 compounds, 1.4% hits;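 active = activation above the mean of all tested compounds plus 3 SD, cut at about 5.5% in these data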;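 also: 100% = response to 3 µM Δ7-dafachronic acid high control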
GAA850 FXN act: activators of GAA850 frataxin (FXN) promoter | HEK293 lucGAA850 FXN promoter luciferase reporter, 24 h; percent of 10 µM SAHA response | activation, % at 6 µM | 360,000 compounds, 0.56% hits | AID 540364;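 active = activation above the average of all compounds screened plus 3 SD, cutoff fixed separately per campaign, cut at about 7.5% in these data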;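 also: 0% = DMSO wells and 100% = 10 µM SAHA wells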
hgDAF12 agonist: activates the H. glycines DAF-12 receptor ligand-binding domain | HEK293 GAL4-hgDAF12 UAS-luciferase reporter, agonist luminescence; normalized to butyrate control | activation, % at 6.8 µM | 370,000 compounds, 1.8% hits | AID 687014;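 active = activation above a cutoff set at the mean of all screened compounds plus 3 SD, cut at about 10% in these data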;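 also: 0% = DMSO wells and 100% = sodium butyrate wells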
DAX1 inh-1: inhibitors of DAX1 repression of SF-1 activated StAR promoter. inhibition, % at 6.8 µM. HEK293T StAR-luciferase reporter, SF-1/DAX-1 repression relief. 370,000 compounds, 1.1% hits. AID 652010;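 active = inhibition above the mean over all tested compounds plus 3 SD, cut at about 3.6% in these data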;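 also: 0% = DAX-1 cells with DMSO and 100% = cells lacking DAX-1 with DMSO; higher inhibition means more luminescence from relief of DAX-1 repression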
DAX1 inh-2: NR0B1 (DAX1) inhibition; HEK293 Gal4-DAX1 luciferase reporter, luminescence; inhibition, % at 6.75 µM; 340,000 compounds, 0.99% hits; AID 504766;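 active = inhibition above the mean over all tested compounds plus 3 SD, cut at about 4.2% in these data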;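 also: 0% = DAX1-transfected cells with DMSO and 100% = empty-vector control cells with DMSO; inhibition shows as a rise in luminescence from relieved DAX1 repression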
KLK7 zymogen act: activates the human kallikrein-7 zymogen; P49862; purified proKLK7, EDANS-DABCYL substrate fluorescence; 100% is mature enzyme control, 0% vehicle; activation, % at 7 µM; 370,000 compounds, 0.9% hits; AID 652039;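 active = activation above the mean of all tested compounds plus 3 SD, computed per campaign excluding outliers beyond control limits, cut at about 13% in these data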
GC-B act: GC-B (human) receptor activation. HEK293-GC-B cells, CNP EC30, cGMP TR-FRET; 0% at EC30 CNP, 100% saturating CNP. P20594. activation, % at 10 µM. 370,000 compounds, 0.11% hits;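 active = activation at 10 µM reaching about 35% in either raw or pattern-adjusted values, limit read from the data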
ssDAF-12 act: activates DAF-12 receptor from parasite S. stercoralis; HEK293 ssDAF-12/GRIP1 lit1-tk-luc reporter, luminescence; % of 3 µM dafachronic acid response; activation, % at 6.8 µM; 370,000 compounds, 1% hits;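 active = activation above the mean over all tested compounds plus 3 SD, cut at about 0.9% in these data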;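 also: 0% = DMSO-only wells and 100% = 3 µM delta7-dafachronic acid wells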
SMARCA2 activ: increases SMARCA2 function in MMTV reporter cells. AID 652017. activation, % at 9.1 µM. MG213 cells, MMTV-luciferase reporter, dexamethasone, overnight. 370,000 compounds, 1% hits; in the data active = activation above about 7.8%;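 also: 0% = vehicle wells and 100% = reference activator wells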
HGIII-sPLA2 inh: Blocks human group III sPLA2 activity; QFRET BODIPY PC-A2 liposome hydrolysis, fluorescence; inhibition, % at 12.2 µM; 370,000 compounds, 0.56% hits;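 active = inhibition above mean plus 3 SD of compounds lying within the high and low control bounds, cut at about 19% in these data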;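 also: 0% = median of test compound wells and 100% = no enzyme DMSO wells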
* hit, by the source's call; · = no result given. The order is random (roughly 6.7% active in at least one column).

SMILES	GC-A act	hcDAF12 agonist	GAA850 FXN act	hgDAF12 agonist	DAX1 inh-1	DAX1 inh-2	KLK7 zymogen act	GC-B act	ssDAF-12 act	SMARCA2 activ	HGIII-sPLA2 inh
CCOc1cc(/C=C(/C#N)C(=O)Nc2ccc(OC)cc2)ccc1OCc1ccc(C(=O)O)cc1	-4	-1.4	1.2	0.2	-0.2	-1.0	-0.5	0	-0.8	-3	-1
COc1ccc(C(=O)NNC(=O)CSc2nnc(COc3ccc4ccccc4c3)n2C)cc1	1	1.8	1.2	0.3	0.9	0.6	0.7	5	-1.4	0	-7
COc1ccc(C(=O)Nc2nc3ccccc3s2)c(OC)c1	-7	-8.8	-14	-19	-2.3	-6.9	-39	-9	-3.8	-9	-4
Cc1cc2c(cc1S(=O)(=O)NCc1ccccc1Cl)OCCN2C	0	-0.7	-0.6	0.8	0.8	-0.1	-0.4	1	-0.7	-1	-9
COC(=O)c1cc(S(=O)(=O)N(C)C2CCCCC2)cn1C	0	3.1	-0.7	-0.6	-0.1	-0.1	-0.2	3	-0.6	-2	0
Cc1noc(C)c1CC(=O)NC1CC(C)(C)Cc2c1cnn2-c1ccccc1 (stereo not given)	3	-1.0	-1.2	-0.7	-1.2	0.7	-0.1	2	-1.8	-3	2
COc1ccc(OC)c(/C=N\NC(=O)CC(=O)NCCc2ccccc2)c1	·	-0.7	0.8	-0.5	-0.3	3.7	0.3	·	-0.8	-1	5
CCCc1cc(-c2nc(-c3ccc(C)cc3)cs2)ccn1	-6	-4.2	-3.0	8.7	0.2	0.2	-1.7	-10	-1.0	-3	4
COc1ccc2c(c1)Cc1sc(NC(=O)c3cccnc3)nc1-2	8	-2.0	1.7	-2.0	0.0	0.8	-0.8	4	-1.5	-1	-3
COc1ccc(C(C(=O)NC2CCCC2)N(C(=O)c2snc(-c3ccc(F)cc3)c2N)c2ccc(F)cc2)cc1 (stereo not given)	0	0.1	0.7	0.1	0.1	1.6	0.1	-6	-1.9	-3	2
COc1cccc(CNC(=S)Nc2cccc(Cl)c2C)c1	7	-1.3	0.5	-0.3	-0.7	0.5	-0.2	0	-1.4	-3	3
CCN(CC)c1ccc2cc(C(C)=O)c(=O)oc2c1	2	-1.7	1.6	1.5	0.0	-0.6	0.1	0	-1.2	4	-8
COc1cccc(N/C(SC)=C(/C#N)C(N)=O)c1	0	-0.8	-2.5	1.1	-0.6	0.4	-0.5	-2	-1.7	-1	4
CC(C)(C)c1ccc(NC(=O)CN2C(=O)NC(C)(C3CC3)C2=O)cc1 (stereo not given)	-1	-0.6	0.6	-1.4	-1.1	0.6	-0.2	6	-1.1	-1	11
CC(C)c1ccc(NC2CCCN(C(=O)c3ccc4nccnc4c3)C2)cc1 (stereo not given)	-2	-0.8	2.4	0.0	0.1	0.3	-0.7	0	-0.1	-5	6
CCCCN1CC(N2CCN(Cc3cccc(C)c3)CC2)CS1(=O)=O (stereo not given)	1	2.5	·	4.6	-2.0	·	0.3	-2	-1.3	-4	5
O=c1nc(N2CCCC2)nc(N2CCCC2)[nH]1	1	-1.4	2.1	-0.8	0.1	0.5	0.1	1	-0.5	-1	0
Cc1ncc(CN2CCN(CCC(C)C)C(CCO)C2)s1 (stereo not given)	4	-0.1	-2.1	0.5	0.1	-0.4	0.2	-4	-1.4	0	3
CCOC(=O)c1c(NC(=O)COC(=O)CCCOc2ccc(OC)cc2)sc(C(=O)NC)c1C	0	1.2	2.3	-0.1	0.9	0.1	-0.4	-4	-1.2	-2	4
CC(C)c1ccc2oc(=O)cc(CN3CCN(c4ccc(F)cc4)CC3)c2c1	1	-1.5	3.5	-0.6	-0.3	0.4	0.2	2	-0.9	0	0
O=C(CCCn1c(SCC(=O)NCC2CCCO2)nc2ccccc2c1=O)NCC1CCCO1 (stereo not given)	3	-1.5	-1.5	-1.8	-0.8	1.5	0.1	0	-0.9	-2	2
Cc1ccc(C(=O)N/N=C\c2ccc([N+](=O)[O-])s2)cn1	-1	-6.8	-3.0	-14	-3.0	-3.3	1.3	0	-2.4	-9	0
COc1ccc(OCCSc2ncnc3nc[nH]c23)cc1	19	-0.3	3.0	2.9	1.1	0.0	0.2	-9	-1.3	0	-2
Cc1ccc(/C=C/C(=O)c2ccc(C)cc2)cc1	-1	-1.4	1.9	3.0	0.1	-1.0	0.5	0	-0.8	4	-2
CN(C=O)c1cc([N+](=O)[O-])ccc1OCc1ccccc1	2	0.4	-2.3	-2.0	-0.8	1.3	-0.2	3	-1.0	0	0
CCN(CC)S(=O)(=O)c1ccc(C)c(NC(=O)CN2CCN(C)CC2)c1	0	-1.1	-1.2	-3.0	0.3	0.8	-0.5	-6	-1.3	1	-1
COc1ccc(C(=O)NNC(=O)Cn2nc(C)cc2C)cc1S(=O)(=O)N1CCOCC1	2	0.8	-2.3	0.4	0.3	1.3	-0.8	-9	-1.1	7	7
CN(C)Cc1ccccc1C(O)(c1ccccc1)c1ccccc1	-42	1.5	-0.8	2.5	0.1	-0.9	-0.3	-24	-0.9	1	3
Cc1ccn(CCC(=O)N2CCCC(CCC(=O)NCc3ccc(F)c(F)c3)C2)n1 (stereo not given)	3	-0.4	-1.1	1.5	-0.3	0.0	0.0	4	-0.7	-2	0
NS(=O)(=O)c1ccc(NC(=O)c2ccc(OCC3CCCO3)cc2)cc1 (stereo not given)	0	-1.0	-2.4	-0.3	-0.4	-0.6	0.2	-1	-1.5	4	-1
Cc1ccc(NC(=O)CSc2nnc(Cc3ccccc3)o2)cc1	8	-1.6	7.0	0.6	-0.6	-0.2	0.1	3	-0.4	-4	3
Cc1ccc(Cl)cc1NC(=O)CON=C(N)c1ccccc1	-2	-1.7	1.6	-0.4	1.6	1.1	0.2	-2	-1.6	1	-7
Cc1cccc(C)c1NC(=O)Cn1nnnc1N	-2	-0.6	1.2	-1.7	0.2	0.1	-0.1	1	-0.9	2	0
Cc1cccc(OCC(=O)Nc2cccc(C(=O)NCC(C)C)c2)c1	2	-2.1	-2.4	-4.3	-1.0	-1.5	0.1	5	-1.6	-3	-9
N=c1c(C(=O)NCc2ccc(F)cc2)cc2c(=O)n3ccccc3nc2n1Cc1ccco1	20	-0.8	-2.6	-1.3	-0.1	2.3	-3.1	8	-1.7	1	5
Cc1cccc2c(N=Nc3ccc(S(=O)(=O)Nc4cccc(Cl)c4)cc3[N+](=O)[O-])c(O)[nH]c12	-11	3.7	2.7	0.9	0.4	-1.6	-0.5	-2	-0.7	5	-10
O=C(Cn1c(Cn2c(-c3cnccn3)nc3ccccc32)nc2ccccc21)c1ccc(OC(F)(F)F)cc1	-2	1.3	·	-3.6	-0.2	·	-1.2	2	-0.7	0	1
CCC1S/C(=N/N=C/c2ccco2)N(c2ccc(F)cc2)C1=O (stereo not given)	2	0.9	-0.7	1.1	0.2	-0.8	0.0	2	-0.4	2	0
Cc1nn(C)cc1S(=O)(=O)N1CCN(c2ccccc2)CC1	2	-1.4	-0.3	-0.6	0.3	0.7	-0.9	0	0.2	-3	6
CCN(CCNC(=O)C1CCCN(Cc2nc(-c3ccc(OC)cc3)oc2C)C1)c1ccccc1 (stereo not given)	-11	-2.2	-2.2	-3.6	-0.4	-1.6	0.6	-11	-1.7	-2	-12
O=C(NCc1cccs1)c1ccc([N+](=O)[O-])cc1Cl	-2	-1.8	0.9	2.5	0.8	-0.3	-0.1	2	-1.3	13*	0
Cc1sc2nc(CN3CCN(S(=O)(=O)c4cccc5nonc45)CC3)[nH]c(=O)c2c1C	-6	0.5	2.0	-0.8	0.5	-0.6	0.2	-7	-0.7	0	4
C[C@]1(OC(=O)/C=C/c2ccccc2)C[C@@H](O)[C@]2(O)C=CO[C@@H](O[C@@H]3O[C@H](CO)[C@@H](O)[C@H](O)[C@H]3O)[C@@H]21	0	-0.6	-2.7	1.5	1.2	0.8	0.0	1	-0.3	-3	5
O=C(COC(=O)c1cccc(Oc2ccccc2)c1)NCc1ccco1	1	1.4	0.2	1.8	0.0	0.6	0.4	0	-1.1	-2	-9
Cc1ccc(Nc2nnc(SCC(=O)Nc3ncc(C(F)(F)F)cc3Cl)s2)cc1	-2	-0.1	0.6	-0.2	-0.2	-0.8	0.0	3	-0.9	-3	1
CCOC(=O)C1=C(COC(=O)Cc2ccc(Cl)cc2)NC(=O)NC1C (stereo not given)	2	0.4	0.8	2.2	0.0	2.4	-0.4	-4	-0.9	-1	-12
CN(CC(=O)NCc1ccc(F)cc1)S(=O)(=O)c1ccc2c(c1)n(C)c(=O)c(=O)n2C	2	1.0	-0.4	-0.6	1.1	-0.1	-0.3	5	-0.8	5	10
CCc1c(O)nc(SCC(=O)Nc2c(C)cccc2C)n(-c2ccc(F)cc2)c1=O	0	-1.0	-1.3	-1.9	0.7	2.1	0.3	2	-1.3	4	-6
O=C(CCC(=O)c1cccs1)NCc1cccnc1	0	4.0	-1.4	4.5	0.6	-0.2	0.6	3	0.1	-2	3
CC(C)[C@H](NC(=O)[C@@H]1CSC2c3ccccc3C(=O)N21)C(=O)NC1CCCCC1 (stereo not given in full)	1	-1.7	-1.1	-1.7	0.7	0.2	0.7	1	-1.3	0	3
FC(F)(F)c1ccccc1C(C#Cc1ccccc1)NCc1ccc2c(c1)OCO2 (stereo not given)	-3	-2.2	·	0.2	-0.9	·	-0.4	0	-0.3	-4	3
CCOc1cccc(C(=O)NC(=S)NCc2cccnc2)c1	1	-2.8	2.5	-1.5	-1.1	0.4	-0.1	0	-1.4	1	8
Cn1c(SCc2ccccc2F)nnc1-c1cnccn1	-3	4.5	3.0	9.9	1.0	1.8	-0.3	5	-1.1	2	6
CC(=O)Nc1cccc(Oc2cc(C#N)c(C#N)cc2N2CCOCC2)c1	11	-1.9	3.8	-2.2	0.0	-0.6	-1.1	21	-1.3	0	4
CCOC(=O)N1CCN(Cc2nc3cc(NC(=O)CC)ccc3n2C)CC1	-2	-1.8	-0.3	2.3	-0.1	-0.7	-0.3	-1	-0.7	-1	0
O=c1cc2c(nn1Cc1ccc(Cl)cc1Cl)-c1ccccc1CC2	5	2.4	1.0	1.3	-0.1	-0.2	0.3	15	-0.9	-5	4
O=C(C(=C1NCCN1)n1cncn1)c1ccccc1	-2	-0.5	-3.0	-0.2	-0.4	-0.2	0.0	4	-1.5	6	7
O=C(NCc1ccc(F)cc1)C1(S(=O)(=O)c2ccc(Cl)cc2)CC1	-1	-3.6	1.8	-1.8	-0.1	-0.2	0.2	-2	-1.4	-1	2
